Runt-SMMHC FRET: inhibitors of RUNX1 Runt–CBFb-SMMHC binding, primary screen, biochemical, FRET, Cerulean-Runt, Venus-CBFb-SMMHC, uHTS; Runt-related transcription factor 1 (Homo sapiens) + Core-binding factor subunit beta …; Cerulean-Runt/Venus-CBFb-SMMHC FRET ratio 530/480, 1 h; inhibition, % at 20 µM; 220,000 compounds, 0.74% hits; AID 1434, 2008;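 active means mean inhibition across duplicate retests at 20 µM reaching about 50%, limit read from the data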;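 further: 0% = DMSO wells and 100% = wells with excess untagged CBFb-SMMHC; inhibitors lower the FRET ratio by blocking Runt binding to CBFb-SMMHC; some results filed as inactive read as strong as hits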
NPY2 pot ag: NPY-Y2 potentiators or agonists, primary screen, cell-based; Neuropeptide Y receptor type 2 (Homo sapiens), P49146; cells expressing NPY-Y2, potentiator/agonist read-out; activation, % at 3.6 µM; 220,000 compounds, 0.45% hits; AID 1359, 2008; in the data active means activation above about 27%;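 further: cells stimulated with NPY near EC25 plus isoproterenol at EC100; 0% = vehicle plus submaximal agonist and 100% = vehicle plus saturating agonist; some results beyond the cut were filed as inactive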
Target sequence (P49146 whole entry, looked up): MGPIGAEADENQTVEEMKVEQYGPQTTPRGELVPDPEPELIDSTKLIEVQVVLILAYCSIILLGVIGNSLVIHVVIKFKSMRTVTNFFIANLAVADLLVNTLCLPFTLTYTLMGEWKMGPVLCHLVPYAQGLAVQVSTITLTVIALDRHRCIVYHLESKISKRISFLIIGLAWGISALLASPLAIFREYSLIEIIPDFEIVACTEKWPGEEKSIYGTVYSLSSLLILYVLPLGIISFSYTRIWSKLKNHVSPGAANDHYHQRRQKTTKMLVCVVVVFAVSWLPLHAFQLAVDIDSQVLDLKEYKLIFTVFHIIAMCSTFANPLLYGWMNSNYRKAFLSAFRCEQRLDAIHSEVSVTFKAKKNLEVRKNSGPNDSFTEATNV
Runt-CBFb FRET: inhibitors of RUNX1 Runt–CBFb binding, primary screen, biochemical, FRET, Cerulean-Runt, Venus-CBFb, uHTS | Runt-related transcription factor 1 (Homo sapiens) + Core-binding factor subunit beta … | Cerulean-Runt/Venus-CBFb FRET ratio 530/480, 1 h | inhibition, % at 20 µM | 220,000 compounds, 0.46% hits | AID 1496, 2009;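 active means inhibition over about 50% at 20 µM in the single-dose screen, limit read from the data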;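 further: 0% = DMSO wells and 100% = excess unlabeled CBFb competitor control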
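Measured by: fluorescence energy transfer, 422 nm excitation, 530/480 nm emission; test system: Cerulean-tagged RUNX1 Runt domain (FRET donor) fusion protein; buffer or medium: Tris pH 7.5 buffer with BSA; compound: one dose, 20 µM compound, 1% DMSO; times: two 1 h room-temperature incubations shielded from light; benchmarks: unlabeled CBFb 5 µM, positive control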
MDM2 E3 inh: MDM2-luciferase reporter signal enhancers, primary screen, MDM2 E3 ligase inhibitor project, cell-based, luminescence, 1536-well; E3 ubiquitin-protein ligase Mdm2 (Homo sapiens), Q00987; cell-based MDM2 ubiquitination luciferase reporter, 2 h; 0 = plate control, 100 = twice control, blank-subtracted; signal enhancement, % at 5 µM; 210,000 compounds, 0.11% hits; AID 1230, 2008;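 active means signal enhancement of 30% or more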;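 further: luminescence tracks abundance of the self-degrading MDM2-luciferase fusion protein; higher signal means inhibition of MDM2 E3 ligase activity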
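Buffer or medium: Cells held in DMEM | Assay system: Stable mammalian line carrying autodegrading MDM2–luciferase fusion reporter | Quantity: 2000 cells/well | Times: 4 h settle plus 2 h compound, 37 °C | Doses: One concentration, 5 µM, with 0.2% DMSO | Technique: Luminescence with SteadyLite reagent, 15 min at room temperature | Benchmarks: Plate controls and plate blanks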
NPY-Y1 PAM-ag: NPY-Y1 receptor potentiators or agonists, primary screen, cell-based; NPY-Y1 expressing cells, potentiator/agonist activation; 220,000 compounds, 0.37% hits; AID 1304, 2008; activation, % at 3.6 µM; in the data active means activation above about 33%, passing the limit was not always enough;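 further: cells stimulated with NPY at EC10 then isoproterenol at EC100; 0% = low agonist plus stimulus and 100% = saturating agonist plus stimulus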
Target sequence (P25929 whole entry, looked up): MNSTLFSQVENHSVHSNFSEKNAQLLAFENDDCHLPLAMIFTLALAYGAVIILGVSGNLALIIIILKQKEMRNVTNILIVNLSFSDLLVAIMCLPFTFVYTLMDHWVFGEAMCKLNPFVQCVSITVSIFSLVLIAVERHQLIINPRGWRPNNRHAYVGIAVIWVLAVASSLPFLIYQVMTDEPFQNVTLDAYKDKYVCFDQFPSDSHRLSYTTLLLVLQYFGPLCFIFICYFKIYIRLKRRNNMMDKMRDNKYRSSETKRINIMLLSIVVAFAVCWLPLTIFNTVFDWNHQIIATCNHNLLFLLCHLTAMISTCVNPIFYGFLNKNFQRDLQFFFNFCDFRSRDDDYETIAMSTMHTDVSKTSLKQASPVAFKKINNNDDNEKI
p97 ATPase inh: inhibitors of human p97 ATPase, primary screen, biochemical | recombinant p97 ATPase, Kinase-Glo ATP luminescence, 3 h | inhibition, % at 8 µM | 220,000 compounds, 0.42% hits | AID 1481, 2009; in the data active means inhibition above about 15%;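 further: 0% = DMSO vehicle and 100% = wells lacking enzyme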
Hck Nef HTS: inhibitors of Nef-activated human Hck kinase, primary screen, biochemical, Z-Lyte FRET, 384-well, Hck-YEEI | Recombinant Hck-YEEI plus Nef, Z-Lyte FRET kinase assay | Tyrosine-protein kinase HCK (Homo sapiens), P08631 | AID 463187, 2010 | 220,000 compounds, 0.68% hits | inhibition, % at 20 µM;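 active means Hck-Nef kinase inhibition above about 50%, limit read from the data; inactive means inhibition below that limit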;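 further: 0% = DMSO with Hck plus Nef and 100% = Hck alone without Nef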
RBBP9 inhibitor: human RBBP9 inhibitors, primary screen, biochemical, fluorescence polarization, FP-Rh probe, HTS. Serine hydrolase RBBP9 (Homo sapiens), O75884. recombinant RBBP9. inhibition, % at 7.94 µM. 220,000 compounds, 0.2% hits. AID 1515, 2009;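 active means inhibition above the campaign mean of all tested compounds plus 3 SD, cut at about 14% in these data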;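 further: plate controls were DMSO wells with RBBP9 for no effect and wells lacking RBBP9 protein for full effect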
Target sequence (O75884 whole entry, looked up): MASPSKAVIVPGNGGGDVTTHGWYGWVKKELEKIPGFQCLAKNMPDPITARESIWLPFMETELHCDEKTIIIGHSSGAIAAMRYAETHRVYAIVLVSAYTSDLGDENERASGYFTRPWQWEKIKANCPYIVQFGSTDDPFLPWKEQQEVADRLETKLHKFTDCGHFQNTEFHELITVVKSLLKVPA
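Material: RBBP9 protein. Amount: RBBP9 at 2.5 µM in dispensed solution, before mixing. Schedule: 30 min then 45 min, 25 °C. Medium: Tris buffer pH 8.0, NaCl, Pluronic. Measured by: fluorescence polarization. Measure: percent inhibition from mP, scaled between DMSO and no-protein wells. Replication: one well per compound.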
NPY Y1 blocker: NPY-Y1 receptor antagonists, primary screen, cell-based | Neuropeptide Y receptor type 1 (Homo sapiens), P25929 | HEK293-CNG Y1 cells, membrane potential fluorescence; NPY at EC95, then isoproterenol | inhibition, % at 3.6 µM | 200,000 compounds, 1% hits;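 active means inhibition above the campaign mean inhibition of all tested compounds plus 3 SD, cut at about 20% in these data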;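 further: 0% = DMSO wells given NPY plus isoproterenol and 100% = isoproterenol alone without NPY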
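material = HEK293 cells with Y1 receptor plus CNG channel | also added = NPY 25 nM then isoproterenol 1 µM plus Ro 20-1724 25 µM | schedule = dye 3 h, compound 60 min room temperature, stimulation 45 min | measured by = membrane potential fluorescence | benchmarks = high control isoproterenol alone, low control NPY with isoproterenol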
* marks the source's active call; other numbers are inactive results; . = not tested or not shown. Hits appear at their usual frequency; 3.5% or so of the library scored in one or more.

SMILES	Runt-SMMHC FRET	NPY2 pot ag	Runt-CBFb FRET	MDM2 E3 inh	NPY-Y1 PAM-ag	p97 ATPase inh	Hck Nef HTS	RBBP9 inhibitor	NPY Y1 blocker
O=C(Nc1ccccc1)OCc1ccccn1	0	-3	1	2	4	-2	0	-3	0
Cc1csc(SCc2nnc(-c3ccccc3Br)o2)n1	-1	-1	-2	1	-6	-1	-1	0	1
O=C(NC1CCCCC1)C(c1cccs1)N(C(=O)c1ccccn1)c1ccccc1 (centres undefined)	-3	-12	-1	-1	-2	1	2	-6	3
COc1cc(C2Nc3c(F)cccc3C3C=CCC32)cc(Br)c1OC (centres undefined)	-4	2	17	-12	11	-1	12	-10	4
Cc1cccc2sc(N(CCCN(C)C)C(=O)CN3C(=O)c4ccccc4C3=O)nc12	-3	-17	0	-16	-1	-1	-26	0	6
C=CCc1c(C)[nH]c2c(OC)cccc2c1=S	32	1	26	-10	-11	-5	29	-13	-2
Cc1ccc(C(=O)Nc2ccc([N+](=O)[O-])cn2)o1	-4	-1	-1	-8	-10	-6	1	-8	3
O=C(NC(=S)Nc1nc2ccccc2s1)c1cccs1	-4	2	7	5	5	4	7	0	-1
CCc1nc(SCC(=O)NNC(=O)C(C)C)c2ccccc2n1	5	-8	0	-23	-12	-1	0	-9	-4
Cc1ccc(C(=O)NC2=NCCS2)cc1	2	10	2	.	21	2	24	-5	.
CCCCNC(=O)N1c2ccccc2CC1C (centres undefined)	-2	10	-1	-8	-4	2	-3	-1	2
CCOCCCNCC(=O)Nc1ccc(OC(F)(F)F)cc1	-1	-5	0	0	-21	2	2	3	1
Cc1cc(NC(=O)c2c([N+](=O)[O-])cnn2C)no1	-3	-8	0	-25	-8	1	1	5	1
Cc1nn(-c2ccccc2)c(N)c1C1(O)C(=O)Nc2ccc([N+](=O)[O-])cc21 (centres undefined)	0	9	-1	-15	-5	2	-4	-9	.
CCN(CC)S(=O)(=O)c1ccc(NC(=O)C(C)N(c2ccccc2)S(C)(=O)=O)cc1 (centres undefined)	-2	5	-1	0	4	-2	4	-5	-5
Cc1ccc(Nc2nc(CSc3nnc(-c4cccnc4)n3-c3ccccc3F)cs2)cc1	7	-2	7	-10	1	-3	0	-2	2
O=C(Cn1c(=O)sc2ccccc21)Nc1ccc2c(c1)OCCO2	0	-3	-2	4	0	0	2	1	3
CCCn1c(=O)c(-c2ccccc2)c(O)c2ccccc21	-4	-27	0	-16	-7	3	0	-4	13
COc1cc(C(=O)OCC(=O)NC2CCCC2)cc(NC(=O)c2ccco2)c1OC	0	11	2	7	11	5	5	0	0
CCOc1ccc(OCC)c(NC(=O)C(NS(=O)(=O)c2ccc3c(c2)oc(=O)n3C)C(C)C)c1 (centres undefined)	1	0	-2	12	-6	-2	-1	-6	5
Cc1ccc(-c2nc3ccccc3nc2NN)cc1	-1	-31	23	-30	-8	-9	11	-9	.
Cc1ccc(C2/C(=C(/O)c3ccccc3)C(=O)C(=O)N2CCN2CCOCC2)o1 (centres undefined)	-9	-2	-3	-19	-13	-6	0	-7	5
O=C1CN(C(=O)CSc2nc3ccccc3c(=O)n2CC2CCCO2)c2ccccc2N1 (centres undefined)	2	9	.	-2	10	2	-11	-1	3
O=S(=O)(c1cccc(-c2n[nH]c(=S)o2)c1)N1CCOCC1	1	12	12	-6	15	7	15	-11	.
Cc1csc(=Nc2cccnc2)n1CC1CCCCC1	4	-8	6	4	6	-3	6	-5	0
CCn1cc(C(=O)NCCOC)c(=O)c2ccc(C)nc21	-1	-2	1	-1	-8	3	0	-9	0
CCOC(=O)/C(C#N)=C1/C=Cc2ccccc2N1CC	-6	-14	0	-16	-20	0	6	2	6
Cc1ccc(-c2nn(C)c(=O)c3ccccc23)cc1CNC(=O)Cn1nc(-c2ccccc2)c2ccccc2c1=O	0	13	-3	-10	18	0	28	-2	15
Cc1ccc(NC(=O)COC(=O)C2CC3C=CC2C3)cc1S(=O)(=O)N1CCCCC1 (centres undefined)	0	3	1	-7	14	-12	1	-12	0
CC1CCN(S(=O)(=O)c2ccc(NC(=O)CCN3C(=O)c4ccccc4C3=O)cc2)CC1	-3	21	0	-35	26	6	1	-3	0
N#CC1=C(N)Oc2cc(O)ccc2C1c1cccs1 (centres undefined)	-53	6	-16	-17	6	6	1	-12	-8
Nc1nc2n(c1C(=O)c1ccccc1)CCC2	2	2	1	-14	15	0	-5	0	2
Cc1ccc(C2Nc3ccc4ccccc4c3C3=C2C(=O)CC(C)(C)C3)o1 (centres undefined)	-17	-10	2	.	-10	-9	5	3	6
COc1ccccc1NC(=S)NC(=O)c1c(-c2ccccc2Cl)noc1C	1	3	3	-3	2	1	19	-11	2
COc1cccc(C2C3=C(N=c4s/c(=C\c5ccc(OCC(=O)O)cc5)c(=O)n42)c2ccccc2CC3)c1 (centres undefined)	-33	17	-17	-6	15	-1	8	-20	.
CCOC(=O)CC(=O)CSc1nccc(-c2cccnc2)n1	-5	-18	1	-14	-1	8	13	-1	.
O=C(NNc1nc2c(F)cc(F)cc2s1)c1ccccc1	4	-10	15	-36	-10	5	1	-5	-6
Cc1ccc(NC(=O)C(=S)NCc2ccco2)cc1	-4	-3	6	-6	-33	-1	0	-4	3
Cc1cc2cc(CNC(=O)NC3CCCCC3)ccc2[nH]1	-17	3	-3	.	-6	0	-7	-1	1
Cc1cccc(NC(=S)N=Nc2c(O)n(CN3CCOCC3)c3ccccc23)c1C	-3	5	-4	-3	-2	6	3	-4	4
CN(CCNS(=O)(=O)c1ccc2c(c1)oc(=O)n2C)Cc1ccccc1	-2	-2	-1	-14	-13	-4	-7	-12	5
Cc1nc(CNS(=O)(=O)c2ccc3c(c2)CCCC3)cs1	1	-6	-1	-22	-6	2	-3	0	4
CCCCC(=O)NC(NC(=O)CCCC)c1ccc(OCC(C)C)c(OC)c1	0	1	-3	2	11	4	2	-6	3
C=CCn1c(SCC(=O)Nc2ccc(C)cc2C)nnc1-c1cccnc1	-2	4	2	-8	-21	-4	-2	-3	-2
CCCCN1C(=O)C(=Nc2cccc3cnccc23)c2ccccc21	-4	-8	0	-5	-1	0	14	-3	-6
Cc1ccc(-c2nnc(SCC(=O)Nc3sc(C)c(C)c3C#N)n2C)cc1	1	2	-2	7	-7	-2	50*	3	-3
NC(=O)N/N=C/c1cccc(OCc2ccc(F)cc2)c1	2	9	-1	-11	3	8	25	-4	0
COc1ccc(CN2CC(C(=O)NCc3cccc(OC)c3)CC2=O)cc1 (centres undefined)	4	2	0	-1	-14	5	1	-6	7
O=C(Oc1ccccc1C(=O)N1CCOCC1)c1ccc(F)cc1	1	6	0	-14	28	5	17	-5	.
O=c1c2c3c(sc2nc2n1CCCCC2)CCCCC3	0	4	0	8	5	0	4	-4	-3

A second format for 11 compounds above:
Second line of a record – Runt-SMMHC FRET, NPY2 pot ag, Runt-CBFb FRET, MDM2 E3 inh, NPY-Y1 PAM-ag, p97 ATPase inh, Hck Nef HTS, RBBP9 inhibitor, NPY Y1 blocker
Cc1cccc(NC(=S)N=Nc2c(O)n(CN3CCOCC3)c3ccccc23)c1C
    -3, 5, -4, -3, -2, 6, 3, -4, 4
CN(CCNS(=O)(=O)c1ccc2c(c1)oc(=O)n2C)Cc1ccccc1
    -2, -2, -1, -14, -13, -4, -7, -12, 5
Cc1nc(CNS(=O)(=O)c2ccc3c(c2)CCCC3)cs1
    1, -6, -1, -22, -6, 2, -3, 0, 4
CCCCC(=O)NC(NC(=O)CCCC)c1ccc(OCC(C)C)c(OC)c1
    0, 1, -3, 2, 11, 4, 2, -6, 3
C=CCn1c(SCC(=O)Nc2ccc(C)cc2C)nnc1-c1cccnc1
    -2, 4, 2, -8, -21, -4, -2, -3, -2
CCCCN1C(=O)C(=Nc2cccc3cnccc23)c2ccccc21
    -4, -8, 0, -5, -1, 0, 14, -3, -6
Cc1ccc(-c2nnc(SCC(=O)Nc3sc(C)c(C)c3C#N)n2C)cc1
    1, 2, -2, 7, -7, -2, 50*, 3, -3
NC(=O)N/N=C/c1cccc(OCc2ccc(F)cc2)c1
    2, 9, -1, -11, 3, 8, 25, -4, 0
COc1ccc(CN2CC(C(=O)NCc3cccc(OC)c3)CC2=O)cc1 (centres undefined)
    4, 2, 0, -1, -14, 5, 1, -6, 7
O=C(Oc1ccccc1C(=O)N1CCOCC1)c1ccc(F)cc1
    1, 6, 0, -14, 28, 5, 17, -5, .
O=c1c2c3c(sc2nc2n1CCCCC2)CCCCC3
    0, 4, 0, 8, 5, 0, 4, -4, -3

From PubChem BioAssay
